Nrf2 ARE act – qHTS of Nrf2 Activators. 410,000 compounds, 0.31% hits. AREc32 ARE-luciferase reporter (MCF7-derived line), luminescence, 24 h. Potency, µM (highest dose often 46.1 µM), without a hit: at the top dose activation, hits mostly activators. AID 624171, 2012; also: potency is read from the fitted curve at half-maximal effect; % of control where 0% means no effect; nearly all actives have a fitted effect of over 65% in size
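Luminescent ARE reporter assay in AREc32_Fluc cells: overnight plating at 37 deg C, 24 hr compound incubation, Steady-Glo added, 30 min RT before reading.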
Nrf2 inh – Nrf2 qHTS screen for inhibitors; A549 ARE-Fluc reporter, luciferase luminescence, 18-24 h; Potency, µM (top dose mostly 46 µM), inactives show at the highest dose activity change, negative = inhibition, most hits filed as inhibitors; 360,000 compounds, 2.1% hits; AID 504444, 2011; also: potency is read from the fitted curve at half-maximal effect; % is scaled to controls: 0 for no effect and ±100 for the full control effect; nearly all actives have a fitted effect of over 60% in size
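A549 ARE_Fluc cells, 5000/well, 5% FBS OPTI-MEM; compounds in dose-response, 18-24 h at 37 °C/5% CO2; CellTiter-Fluor viability read (Ex 405/Em 525), then BugLite luciferase luminescence = Nrf2 activity.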
pAkt inh – HTS Assay for Inhibitors of Akt Phophorylation: Primary Screen. Neuro2A IGF-stimulated pAkt S473 HTRF, 20 min; stronger effect = lower value. activity change, % for hits at 50 µM. 360,000 compounds, 0.32% hits. AID 651550, 2012; in the data active = activity change below about -80%; inconclusive = mostly about -51% to -80%; also: % is scaled to controls: 0 for no effect and ±100 for the full control effect
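Neuro2A cells in DMEM with 0.5% FBS, overnight at 37 deg C, given compound at single 50 µM final, then IGF (6 nM final) for 20 min at 37 deg C. Lysed; phospho-Akt Ser473 by HTRF after 24 h, 665/615 ratio.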
A549 tox – Nrf2 qHTS screen for inhibitors: counterscreen for cytotoxicity; A549 ARE-Fluc cells, CellTiter-Fluor viability, 18-24 h; Potency, µM (series often up to 46 µM), for inactives: top-dose activity change, negative = cytotoxicity, actives largely listed as inhibitors; 390,000 compounds, 0.16% hits; also: potency is read from the fitted curve at half-maximal effect; % is scaled to controls: 0 for no effect and ±100 for the full control effect
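Cytotoxicity counterscreen: CellTiter-Fluor fluorescence was measured in A549 ARE_Fluc cells after 18-24 h of compound exposure in a concentration series. The subsequent BugLite luminescent read reports ARE-luciferase activity.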
HepG2 tox – qHTS for Inhibitors of TGF-b: Cytotox Counterscreen. 410,000 compounds, 0.76% hits. AID 588856, 2011. HepG2 CAGA-GFP viability, ATP luminescence, 18 h. Potency, µM (titrated, usually from 46.1 µM), without a hit: at the highest dose activity change, negative = cytotoxicity, hits mostly cytotoxic; also: potency is read from the fitted curve at half-maximal effect; some results filed as inactive show a strong effect at the top dose
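HepG2 CAGA-GFP cells (1000/well, DMEM with 1% FBS) received compound, then TGF-beta at 500 pg/mL final, and were incubated 18 hours at 37 degrees C. Viability was read by CellTiter-Glo luminescence. Media-only wells were set as complete cell-killing and DMSO as no toxicity.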
CCT chaperon mod – High-Throughput Screening for Modulators of Cytosolic Chaperonin Activity; purified chaperonin ATPase assay, HTRF ADP detection, 30 min; activity change, % (no concentration beside the values), hits read low; 360,000 compounds, 0.3% hits; AID 651819, 2012; in the data active = activity change below about -30%; also: % is scaled to controls: 0 for no effect and ±100 for the full control effect
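Nucleotide hydrolysis assay: TRiC at 20–40 nM final (set by batch activity) with 10 uM ATP, 30 min at 37 °C, in presence of 76 uM compound. Detection by competitive ADP HTRF, 30 min ambient.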
ATXN viability – Viability Counterscreen for Primary qHTS for Inhibitors of ATXN expression; Potency, µM (highest dose often 56.7 µM), most hits filed as cytotoxic; S2 cells (HEK-293 line with an ATXN2-luciferase reporter) viability, CellTiter-Fluor protease fluorescence, 24 h; 400,000 compounds, 0.49% hits; also: potency is read from the fitted curve at half-maximal effect; nearly all actives have a fitted effect of over 40% in size
TGFb SMAD3 inh – qHTS for Inhibitors of TGF-b; HepG2 CAGA-GFP TGF-b/SMAD3 reporter, GFP fluorescence, 18 h; TGF-beta stimulated, 500 pg/mL final; AID 588855, 2011; Potency, µM (titrated, usually from 46.1 µM), for the others: top-dose activity, negative = inhibition, actives largely listed as inhibitors; 410,000 compounds, 1.2% hits; also: potency is read from the fitted curve at half-maximal effect; % is scaled to controls: 0 for no effect and ±100 for the full control effect; nearly all actives have a fitted effect of over 65% in size
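Per well, imaged GFP fluorescence of HEPG2 CAGA-GFP cells gives the signal; cells get compound, then TGF-beta (500 pg/mL final), 18 h at 37 degrees C; %Activity versus -TGF-beta and +DMSO controls.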
MmCpn inh – Inhibitors of TCP-1 ring complex (TRiC) of Methanococcus maripaludis (MmCpn): qHTS. purified Mm-Cpn ATPase, ADP Transcreener TR-FRET. Potency, µM (highest dose often 76.9 µM), for inactives: at the top dose activity, negative = inhibition, hits mostly inhibitors. 330,000 compounds, 0.031% hits. AID 504842, 2011; also: potency is read from the fitted curve at half-maximal effect; % is scaled to controls: 0 for no effect and ±100 for the full control effect; nearly all actives have a fitted effect of over 80% in size
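Purified archaeal Mm-CPN (25nM final) preincubated 10 min at 37degC with compound, then 10uM ATP for 30 min at 37degC; ADP measured by HTRF Transcreener TR-FRET; buffer 30 mM TRIS pH 7.4, 100mM KCl, 5mM MgCl2, 1mM DTT.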
* marks the source's active call; other numbers are inactive results; i = inactive; ? = inconclusive; / = no result given; & = joins results of further samples; [ ] = another dose, or the depositor's remark. Unless noted, calls follow the shape of the dose curve; as a rule, active = well fitted curve in the direction sought with a large enough effect; inconclusive = small, poorly fitted or top-dose-only effect, or another doubt; inactive = no such curve, though single readings can be large; an effect the other way counts as inactive or inconclusive.

SMILES	Nrf2 ARE act	Nrf2 inh	pAkt inh	A549 tox	HepG2 tox	CCT chaperon mod	ATXN viability	TGFb SMAD3 inh	MmCpn inh
COc1ccc(CNC(=O)CCCN2C(=O)CSc3c2c(C)nn3-c2ccccc2)c(OC)c1	0.4%	?	/	-9.6%	-20.8%	/	?	?	/
Cc1ccc(S(=O)(=O)N2C[C@H]3C(=O)C[C@@H](c4cccs4)N(S(=O)(=O)c4ccc(C)cc4)[C@H]3C[C@H]2c2ccccc2)cc1	-0.9%	/	i	/	-0.6%	0.5	i	2.3%	/
CCOC(=O)N/N=C(\C)c1ccc(OC(F)F)cc1OC(F)F	-0.4%	-8.0%	i	-0.9%	4.6%	-1.6	i	21.0%	-1.1%
COc1ccc(-c2nc3cc(NC(=O)c4ccc(C)cc4)ccc3o2)cc1Cl	3.6%	8.8%	/	-0.6%	-6.6%	/	i	9.3%	/
COc1ccc(N=CC2=C(O)CC(c3ccccc3)CC2=O)c(OC)c1 (stereo unspecified)	2.7%	-20.7%	i	1.1%	-7.4%	-2.0	i	-25.6%	-6.9%
Cc1ccc(-n2c(C)cc(C=C3C(=O)CC(C)(C)CC3=O)c2C)cc1	-0.4%	11.6%	i	4.2%	-23.8%	-1.4	i	1.2%	0.5%
O=S(=O)(c1ccccc1)N1CCN(Cc2cccc(Br)c2)CC1	-0.2%	-8.9%	i	2.3%	25.0%	-0.8	i	-5.8%	/
CC(=O)Nc1cccc(NC(=O)C2C3C=CC(C3)C2C(=O)O)c1 (stereo unspecified)	-0.1%	1.8%	i	2.0%	-0.2%	-0.6	i	1.9%	-0.3%
COc1cccc2c1Oc1ncccc1N(c1ccc(C(=O)NCc3ccccc3C)s1)C2	1.3%	7.4%	/	1.5%	0.4%	/	/	-2.2%	/
O=C(Nc1ccc(N2CCN(C(=O)c3ccco3)CC2)cc1)c1ccccc1	0.7%	-12.7%	i	-0.9%	-4.0%	-0.1	?	-11.1%	?
O=C(N/N=C1\CCCCc2ccccc21)c1ccccn1	3.7%	?	i	-12.0%	-3.7%	-2.0	i	?	1.8%
CCCn1c(=O)c2sccc2n2c(CCCC(=O)NCCOC)nnc12	-0.4%	3.4%	/	-0.3%	0.9%	/	/	0.4%	/
CCc1nnc(NC(=O)c2cccc(S(=O)(=O)N3CCCC3)c2)s1	0.3%	2.1%	i	-7.4%	6.4%	-1.7	i	15.8%	0.7%
CC1CCN(Cc2nnnn2-c2ccc(Cl)cc2)CC1	-0.4%	-21.9%	i	-1.5%	13.2%	-1.2	i	0.0%	0.3%
COc1ccc(NC(=O)Nc2ccccc2F)c([N+](=O)[O-])c1	5.5%	7.0%	i	-10.3%	-5.3%	-1.7	i	13.0%	-0.3%
O=C(c1ccc(Br)o1)N1CCN(c2ccc(F)cc2)CC1	-0.3%	?	i	-0.2%	-10.9%	-1.2	?	-4.5%	0.4%
CC(OC(=O)c1ccccc1NS(=O)(=O)c1cccc(N)c1)C(=O)N(C)Cc1ccccc1 (stereo unspecified)	-0.7%	-4.9%	i	-13.7%	6.1%	-0.8	?	-2.3%	-5.2%
CC1(C)Cc2ccccc2C(=NC(Cc2ccccc2)C(=O)O)N1 (stereo unspecified)	0.0%	21.8%	i	10.5%	-11.8%	1.3	i	-4.8%	-16.1%
Cc1oc(C(C)(C)C)cc1C(=O)N1CCCC1C(=O)O (stereo unspecified)	-0.3%	-21.9%	i	-18.9%	-0.4%	-2.7	i	2.4%	2.1%
O=S1(=O)C[C@@H](O)[C@@H](Nc2ccccc2)C1	0.0%	6.0%	i	-3.0%	12.6%	-0.3	i	-3.7%	?
CC(C)N(C(=O)Cn1cc(SCC(=O)NCc2ccco2)c2ccccc21)C(C)C	-0.1%	2.3%	i	-2.0%	-23.7%	-5.3	i	-0.5%	-2.7%
O=C(O)C1CCCCC1C(=O)NCCc1ccc(F)cc1 (stereo unspecified)	-0.1%	-12.1%	i	-2.9%	-0.2%	0.0	i	-0.8%	0.3%
Cc1cc(NC(=O)c2cnn3c(C(F)(F)F)cc(-c4ccccc4)nc23)no1	0.4%	-17.4%	i	-2.3%	-1.3%	0.2	?	-0.5%	2.6%
COc1ccc(S(=O)(=O)Nc2cccc(-n3cnnn3)c2)cc1	8.1%	-2.9%	/	0.7%	-0.7%	1.2	i	1.9%	0.6%
COCCCn1c(C(=O)NCCC2=CCCCC2)cc2c(=O)n3ccccc3nc21	0.1%	-13.4%	i	17.7%	-2.6%	1.5	i	12.1%	-0.6%

Arranged by value in CCT chaperon mod (largest number first): 6 of the compounds above.
SMILES	Nrf2 ARE act	pAkt inh	CCT chaperon mod	TGFb SMAD3 inh	MmCpn inh
Cc1ccc(S(=O)(=O)N2C[C@H]3C(=O)C[C@@H](c4cccs4)N(S(=O)(=O)c4ccc(C)cc4)[C@H]3C[C@H]2c2ccccc2)cc1	-0.9%	i	0.5	2.3%	/
O=C(Nc1ccc(N2CCN(C(=O)c3ccco3)CC2)cc1)c1ccccc1	0.7%	i	-0.1	-11.1%	?
O=S1(=O)C[C@@H](O)[C@@H](Nc2ccccc2)C1	0.0%	i	-0.3	-3.7%	?
O=C(c1ccc(Br)o1)N1CCN(c2ccc(F)cc2)CC1	-0.3%	i	-1.2	-4.5%	0.4%
CCc1nnc(NC(=O)c2cccc(S(=O)(=O)N3CCCC3)c2)s1	0.3%	i	-1.7	15.8%	0.7%
CC(C)N(C(=O)Cn1cc(SCC(=O)NCc2ccco2)c2ccccc21)C(C)C	-0.1%	i	-5.3	-0.5%	-2.7%

More structures:
SMILES	Nrf2 ARE act	Nrf2 inh	pAkt inh	A549 tox	HepG2 tox	CCT chaperon mod	ATXN viability	TGFb SMAD3 inh	MmCpn inh
COc1ccccc1N(CC(=O)NC(C)(C)C)C(=O)c1ccc(Cl)nc1	-0.3%	-0.1%	i	3.4%	-8.8%	-1.1	i	-2.2%	-1.2%
CNC(=O)CSc1nnc(-c2cccc(S(=O)(=O)N3CCOCC3)c2)n1-c1ccc(F)cc1	-0.1%	-4.3%	i	-18.1%	-35.1%	-3.6	i	-0.6%	0.0%
c1csc(CNc2ncnc3nc[nH]c23)c1	-0.4%	?	i	-0.2%	-29.8%&7.5%&-7.1%	-2.5	i	-24.0%&5.3%&12.9%	-1.4%
Cc1cnc(=O)[nH]c1SCC(=O)Nc1nccs1	-0.5%	1.2%	i	-3.0%	1.2%	-5.5	?	-4.9%	0.5%
O=C(/C=C/c1ccc2c(c1)OCO2)N1CCOCC1	-0.4%	5.6%	i	-3.5%	-14.8%	-0.4	i	21.5%	-1.5%
COc1cccc(NC(=O)COc2ccc3c(c2)CCC3)c1	0.2%	10.3%	i	5.2%	-5.5%	-1.9	?	-1.1%	1.6%
CC(=O)Nc1ccc(NC(=O)C(C)OC(=O)CCCOc2ccc(Cl)c(C)c2)cc1 (stereo unspecified)	0.3%	-19.8%	i	-7.6%	-3.4%	-1.2	i	-19.8%	0.7%
O=C(c1ccc2nccnc2c1)N1CCN(Cc2ccc3c(c2)OCO3)CC1	-0.5%	-16.5%	i	-13.0%[1.84 µM]	4.0%	0.0	i	-25.9%	0.1%
O=[N+]([O-])c1nn(-c2ccccc2)n(O)c1=NCc1ccc2c(c1)OCO2	-0.7%	?	i	-5.9%	-6.2%	-0.8	i	-2.0%	-0.5%
CC(C)COP(=O)(OCC(C)C)C(O)c1ccccc1F (stereo unspecified)	-0.4%	-11.9%	i	-3.3%	-1.6%	0.0	i	32.9%	2.0%
CCOC(=O)C1=NN(C(C)=O)C2(CC(=O)N(c3cc(C)cc(C)c3)C2=O)C1 (stereo unspecified)	-0.7%	12.3%	i	6.6%	-2.5%	-3.0	i	-14.2%	-0.3%
COC(=O)c1cc2oc3ccccc3c2n1CC(=O)Nc1ccccc1OC	-0.2%	8.1%	i	-3.3%	10.5%	-1.9	?	-26.8%	?
C=CCn1cc(/C=C2/NC(=O)NC2=O)c2ccccc21	4.3%	-18.5%	i	-18.1%	6.7%	-0.8	?	13.6%	-2.7%
O=C(O)/C=C/C(=O)Nc1ccc(OCc2ccccc2)cc1	-0.2%	9.5%	i	4.1%	-150.2%	-1.2	i	0.0%	1.7%
Cc1ccc(SCC(=O)Nc2ccc(N3CCN(c4ccccc4)CC3)c(F)c2)cc1	-0.3%	10.8%	i	-4.5%	-23.4%	-3.9	i	-9.1%	0.4%
CCN(CC)CCCN(C(=O)c1ccccc1C)c1nc(-c2ccc(OC)cc2)cs1	-1.2%	0.9%	i	1.6%	-52.3%	-0.5	?	-19.6%	0.3%
CCN(CCO)c1ccc(N=Nc2cc(C)[nH]n2)cc1	-2.9%	?	i	9.2µM*	-7.0%	0.0	?	17.8%	-1.8%
O=C(Nc1nc(=O)c2ccccc2s1)c1ccccc1	2µM*	?	i	-1.6%	-5.9%	-0.5	i	-15.9%	-1.4%
NC(=O)C1(N2CCCC2)CCN(Cc2ccccc2)CC1	0.4%	-1.6%	i	-13.6%	0.5%	-2.0	i	5.0%	/
Cc1ccc(NS(=O)(=O)c2cc(C(=O)NCCSc3ccc(C)cc3)ccc2C)cc1	0.4%	23.1µM*	i	-21.6%	-8.8%	-6.6	?	?	-0.6%

Printed as active in Nrf2 ARE act (from the list above):
| compound | Nrf2 ARE act | pAkt inh | CCT chaperon mod | TGFb SMAD3 inh | MmCpn inh |
| --- | --- | --- | --- | --- | --- |
| O=C(Nc1nc(=O)c2ccccc2s1)c1ccccc1 | 2µM* | i | -0.5 | -15.9% | -1.4% |

Screens: PubChem, National Center for Advancing Translational Sciences (NCATS)
